Screening data: PubChem BioAssay, several laboratories
rCAG binder = binders of r(CAG) RNA repeats, primary screen, biochemical, fluorescence. inhibition, % at 3 µM. AID 651821, 2012. r(CAG) RNA repeat, TO-PRO-1 dye displacement fluorescence. 370,000 compounds, 1.3% hits;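 active = inhibition above the plate cutoff, the mean of all test compounds on that plate plus 3 SD, cut at about 35% in these data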;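 also: 0% = DMSO alone and 100% = 100 µM mitoxantrone as full dye displacement; higher means more dye released from RNA so lower well fluorescence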
PG9 Ab binder = binders of HIV-1 gp120 antibody PG9, primary screen, biochemical, TR-FRET. HIV-1 gp120 / PG9 antibody interaction. TR-FRET gp120-PG9 antibody binding. inhibition, % at 6.7 µM. 360,000 compounds, 0.43% hits; in the data active = inhibition above about 8.5%
HTRA1 inhibitor = HTRA1 serine protease inhibitors, primary screen, biochemical, fluorescence polarization, HTS | Q92743 | recombinant HTRA1, FP-rhodamine activity-based probe | inhibition, % at 5.96 µM | 340,000 compounds, 0.5% hits; in the data active = inhibition above about 36%;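 also: 0% = enzyme with DMSO and 100% = wells lacking enzyme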
TCR CD3 inh = inhibitors of human TCR-CD3 interaction, primary screen, biochemical, fluorescence, TAMRA-labeled TCR probe | inhibition, % at 9.4 µM | AID 651800, 2012 | 360,000 compounds, 0.37% hits; in the data active = inhibition above about 19%;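 also: recombinant mutant TCR 2C K166C tagged with TAMRA read by polarization; 0% = receptor in buffer alone and 100% = receptor with positive control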
NR1D1 modulator = modulators of Rev-erb alpha DNA binding, primary screen, biochemical, FITC-DNA, fluorescence polarization, uHTS. Rev-erbα–FITC-DNA binding, 90 min. activity, % at 10 µM. 370,000 compounds, 0.79% hits. AID 1259318, 2017;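 active = activity above about 14%, limit read from the data; passing the limit was not always enough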;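 also: 0% = DMSO wells with 35 nM protein and 100% = DMSO wells with 750 nM protein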
PRMT1 inh = PRMT1 methyltransferase inhibitors, primary screen, biochemical, fluorescence polarization. Protein arginine N-methyltransferase 1 (Homo sapiens), Q99873. recombinant PRMT1, activity-based probe fluorescence polarization. inhibition, % at 2.79 µM. 370,000 compounds, 1.3% hits. AID 652257, 2013;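 active = inhibition above about 21% made by adding two undisclosed values, limit read from the data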
Target sequence (Q99873 whole entry, looked up): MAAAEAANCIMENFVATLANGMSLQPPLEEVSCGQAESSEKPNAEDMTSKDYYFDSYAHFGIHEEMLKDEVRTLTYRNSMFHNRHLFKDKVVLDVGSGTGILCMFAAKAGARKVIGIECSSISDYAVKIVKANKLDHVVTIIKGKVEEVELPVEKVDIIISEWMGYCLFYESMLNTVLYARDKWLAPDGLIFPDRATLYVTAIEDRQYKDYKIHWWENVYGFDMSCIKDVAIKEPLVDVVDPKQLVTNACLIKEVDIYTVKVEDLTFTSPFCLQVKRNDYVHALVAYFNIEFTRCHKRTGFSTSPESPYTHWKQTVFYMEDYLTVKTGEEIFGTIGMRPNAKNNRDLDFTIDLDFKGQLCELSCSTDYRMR
LEDGF integ inh = blockers of LEDGF/p75-dependent integrase strand transfer – biochemical, TR-FRET, high throughput, primary screen. TR-FRET IN-LEDGF/p75 DNA integration, Eu/Cy5. HIV-1 integrase (with human LEDGF/p75). inhibition, % at 3.7 µM. 370,000 compounds, 0.64% hits. AID 743269, 2014;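 active = inhibition above the screen-wide mean plus 3 SD, cut at about 13% in these data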;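 also: signal is the Cy5 over europium emission ratio at 671 and 618 nm; 0% = plate median of compound wells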
TDP2 absorb = human TDP2 enzyme inhibitors, primary screen, biochemical, epi absorbance, recombinant enzyme. T5PNP hydrolysis, p-nitrophenol absorbance 415 nm. 370,000 compounds, 0.34% hits. Tyrosyl-DNA phosphodiesterase 2 (Homo sapiens), O95551. inhibition, % at 12.8 µM. AID 720702, 2013;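 active = inhibition above the mean of all tested compounds plus 3 SD, set per campaign, cut at about 25% in these data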;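 also: 0% = DMSO with enzyme and 100% = buffer with substrate but no TDP2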
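Assay system: recombinant human TDP2 / Reagent: T5PNP substrate at 5 mM, a TopII-DNA adduct mimic / Measured by: epi absorbance from released p-nitrophenol / Evaluation: % inhibition relative to enzyme-containing and enzyme-free wells / Control set: enzyme-free and DMSO wells / Replicates: each compound tested once, singlicate / Schedule: enzyme reaction with compound for 2 h at 37 °C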
mABHD4 FP = ABHD4 inhibitors, primary screen, biochemical, fluorescence polarization, mouse. (Lyso)-N-acylphosphatidylethanolamine lipase (Mus musculus), Q8VD66. purified mABHD4, FP-Rh probe fluorescence polarization. inhibition, % at 8.92 µM. 370,000 compounds, 0.54% hits;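 active = inhibition exceeding the mean over every tested compound plus 3 SD, cut at about 30% in these data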;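 also: 0% = plate median of compound wells and 100% = S159A mutant with DMSO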
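Assay system: mouse ABHD4 enzyme, wild type / Also added: fluorescent activity-based probe FP-Rh / Doses: single nominal dose of 8.92 µM, 0.89% DMSO final / Timing: 45 min compound pre-incubation plus 60 min probe step, 25 °C / Signal: FP readout, ex 525 nm / em 598 nm / Control set: S159A mutant/DMSO as 100%, compound-well median as 0%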
SIAE inh = human SIAE inhibitors, primary screen, biochemical, fluorescence polarization, FP-Rh probe, 1536-well HTS | Sialate O-acetylesterase (Homo sapiens), Q9HAT2 | inhibition, % at 9.66 µM | 370,000 compounds, 0.69% hits | SIAE FP-Rh probe binding | AID 1053197, 2014;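 active = inhibition above a cutoff: mean of compounds within the control limits plus 3 SD of those, cut at about 17% in these data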;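 also: 0% = plate median of compound wells and 100% = probe without SIAE protein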
Target sequence (Q9HAT2 whole entry, looked up): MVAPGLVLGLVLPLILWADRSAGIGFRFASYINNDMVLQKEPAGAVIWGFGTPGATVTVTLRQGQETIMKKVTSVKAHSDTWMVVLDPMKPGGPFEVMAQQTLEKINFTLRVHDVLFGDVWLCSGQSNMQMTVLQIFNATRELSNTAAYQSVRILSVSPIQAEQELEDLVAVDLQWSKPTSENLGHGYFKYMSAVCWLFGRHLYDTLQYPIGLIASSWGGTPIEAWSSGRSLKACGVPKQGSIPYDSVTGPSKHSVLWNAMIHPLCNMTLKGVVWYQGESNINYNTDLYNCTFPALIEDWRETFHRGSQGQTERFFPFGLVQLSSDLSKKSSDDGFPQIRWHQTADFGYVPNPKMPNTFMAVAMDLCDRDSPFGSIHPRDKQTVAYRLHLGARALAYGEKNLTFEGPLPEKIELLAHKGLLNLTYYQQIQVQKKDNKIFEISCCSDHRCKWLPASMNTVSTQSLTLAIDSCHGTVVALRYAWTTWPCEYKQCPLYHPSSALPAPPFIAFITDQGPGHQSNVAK
Starred values were filed as active, the others as inactive; · = not tested or not shown. Some of the compounds tested; count on the stated rates, not on these rows.

The line under a structure holds: PG9 Ab binder	SIAE inh	TDP2 absorb	HTRA1 inhibitor	rCAG binder	PRMT1 inh	TCR CD3 inh	NR1D1 modulator	LEDGF integ inh	mABHD4 FP
COCC(=O)N/N=C\c1cccc(OC)c1OC/C=C/c1ccccc1
→ -0.8	2	-3	6	-5	4	-12	-4	-3	13
COC(/C=C/Nc1ccc(Br)cc1)=C(C#N)C#N
→ -3.0	7	-3	-1	0	-4	-1	0	4	2
C=CCN1CC(=O)N2C(c3ccccc3)c3[nH]c4ccccc4c3C[C@H]2C1=O (stereo not given in full)
→ 0.6	3	0	-8	-4	1	1	5	2	1
CCc1nc2ccc(C(=O)Nc3ccc(NC(C)=O)cc3)cn2c1N(C)CCCc1ccccc1
→ -1.8	1	5	·	1	-1	6	1	4	3
COc1cc(C(=O)NCC(=O)N/N=C/c2ccco2)cc(OC)c1OC
→ -2.0	2	0	4	-5	1	1	-4	0	4
O=C(Nc1ccccc1N1CCOCC1)c1cnccn1
→ 0.7	3	4	-3	-1	0	-1	-5	4	-2
Cc1ccccc1-c1nc(C#N)c(NCc2ccco2)o1
→ 1.9	3	1	-10	1	1	-5	5	-3	10
S=C(c1ccc(-c2ccc(Cl)cc2Cl)o1)N1CCCC1
→ 0.2	6	8	·	2	-3	6	11	-1	-3
Cc1ccc(CN2CCC[C@]3(N[C@H](c4ccc(C)cc4)[C@@H]4C(=O)N(Cc5ccccc5)C(=O)[C@@H]43)C2=O)cc1
→ 1.4	6	-4	-24	2	-1	-6	4	6	3
CCN1CCN(C(=O)c2ccc(CS(=O)(=O)Cc3ccccc3Cl)o2)CC1
→ -1.2	1	5	0	1	1	7	0	3	2
CCOc1ccc(C2Nc3ccc4ccccc4c3-c3c2c(=O)oc2ccccc32)cc1 (stereo not given)
→ 0.6	4	-4	-4	8	-2	1	0	4	2
CN(N=Nc1cccc([N+](=O)[O-])c1)c1ccccc1
→ 3.8	-1	1	-10	2	1	-4	3	-1	-1
CC(=O)N1[C@H](Cc2ccccc2)C=C[C@]1(C)C(=O)NCCc1c[nH]c2ccccc12
→ 0.1	2	-2	-3	1	2	-3	3	-3	-1
Cc1cc(NC(=O)CN(C)S(=O)(=O)c2cccc(Cl)c2)no1
→ 0.6	-4	3	-6	-1	4	9	0	-3	4
CSCC(O)Cn1[nH]c(=O)c2cc(Cl)c(Cl)cc2c1=O (stereo not given)
→ -2.9	3	-7	13	2	-1	-1	-1	2	0
O=C(c1cc2c(=O)n3ccccc3nc2s1)N1CCN(c2cccc(Cl)c2)CC1
→ 3.4	-16	21	-29	6	3	0	1	1	1
CCOC(=O)N1CCN(C(=O)C2CCCN(S(=O)(=O)c3ccccc3)C2)CC1 (stereo not given)
→ 1.4	6	7	2	-5	0	1	-4	-2	1
O=C(CSc1nnc(-c2ccccc2Cl)n1Cc1ccco1)Nc1ccc2c(c1)OCCO2
→ 0.4	-2	3	-7	-4	2	0	-3	-4	7
C[C@@H]1CCCCO[C@H](CN(C)Cc2ccc(C(=O)O)cc2)[C@@H](C)CN([C@H](C)CO)C(=O)c2cc(N(C)C)ccc2O1
→ -2.3	7	-4	2	8	0	-6	4	2	-3
O=C(COC(=O)CC1c2ccccc2CCN1S(=O)(=O)c1ccccc1)Nc1ccccc1 (stereo not given)
→ -3.4	-1	2	-16	3	3	-9	2	-4	-4
O=C(OCC(=O)N(CCc1ccccc1)Cc1ccccc1)c1ccc(F)c(S(=O)(=O)N2CCOCC2)c1
→ 1.2	-4	5	-17	7	2	6	4	-3	-13
Cc1ccc(/C=N/NC(=O)c2nnn(-c3nonc3N)c2CN(C)C)o1
→ 1.0	2	6	5	-1	2	-5	5	-3	1
CCOc1ccccc1NC(=O)CCS(=O)(=O)c1ccc2c(c1)CC(C)N2C(C)=O (stereo not given)
→ 0.8	4	-26	0	1	3	-2	-1	-1	-4
Cc1ccc(NC(=O)c2ccco2)c(NC(=O)c2ccc(Cl)cc2)c1
→ 0.3	-2	0	-16	5	-2	-1	-7	3	24
COc1ccc(C2CCc3cc(OC)c(OC)cc3C2NC=O)cc1OC (stereo not given)
→ -1.5	2	6	6	0	1	5	5	0	5
O=C(c1ccc(F)cc1)N1CCCC(c2nc(-c3cccs3)no2)C1 (stereo not given)
→ -1.5	0	8	6	-6	4	0	5	2	-2
O=C(Nc1ccc2c(c1)OCO2)N1CCN(c2ncc(C(F)(F)F)cc2Cl)CC1
→ 0.7	4	2	-12	-6	2	-5	6	-2	0
O=C1CCCN1CCCNCC(O)c1ccccc1 (stereo not given)
→ -1.4	4	13	13	-1	-3	1	-2	6	4
COC(=O)c1ccccc1N=NNc1ccc([N+](=O)[O-])cc1
→ 2.3	-3	-9	3	1	-3	6	-2	1	5
O=S(=O)(/N=C(/Nc1cccc2ccccc12)c1ccc(F)cc1)c1ccccc1
→ -1.4	8	-4	-16	0	-3	-4	-4	1	-8
CCOc1ccc(Nc2nc(N)c([N+](=O)[O-])c(N3CCOCC3)n2)cc1
→ -2.0	15	9	2	0	-3	-5	0	1	0
Cc1ccc(C(C(=O)NCC2CCCO2)N(C(=O)c2snc(C(N)=O)c2N)c2ccc3c(c2)OCCO3)cc1 (stereo not given)
→ 1.1	-6	1	-2	3	0	3	1	2	-3
O=C(CSc1nc2ccccc2c(=O)n1CCCN1CCOCC1)Nc1ccc2c(c1)OCO2
→ -2.4	8	11	3	-3	1	8	-1	-2	-2
O=C(C1CCCO1)N1CCN(C(=S)Nc2cc(F)cc(F)c2)CC1 (stereo not given)
→ 2.3	1	-5	1	-3	5	-8	1	-7	-17
Cc1ccc(SCC(=O)Nc2cccc(C(=O)NC(C)(C)C)c2)cc1
→ 1.4	-1	3	-1	-1	2	-3	-1	2	0
Nc1ccccc1C(=O)N/N=C1\C2CN3CCN(C2)CC1(c1ccccc1)C3
→ 1.2	4	-7	-1	-1	-2	3	-3	-1	5
C=C(C)CNC(=S)N/N=C1\CCCCc2ccccc21
→ -2.0	9	10	-13	-3	2	-4	2	1	13
COc1ccccc1NC(=O)C(=O)NCC(c1ccco1)N1CCc2ccccc2C1 (stereo not given)
→ -1.1	-10	5	-9	12	1	-3	6	4	0
O=C(Nc1ccccc1F)C(=O)c1cn(CC(=O)N2CCCCC2)c2ccccc12
→ -0.8	2	9	-9	2	-1	-1	-1	0	2
Cc1nc(NC(=O)c2ccc(F)cc2)nc2cc3c(cc12)OCO3
→ -0.5	-4	-8	-3	2	-4	-1	3	1	-3
O=C(COC(=O)[C@@H]1CCCN1C(=O)c1cccs1)Nc1cccc(Cl)c1
→ -1.4	10	-3	-10	0	-3	-1	-7	1	-1
C=CCCO[C@@H]1O[C@@H](C)[C@H](O)C[C@H]1O
→ -0.2	1	5	-10	1	1	-2	-4	0	10
CCCc1nc2sc3ccccc3c(=O)c2c(=O)n1Cc1ccc(OC)cc1
→ -4.0	5	3	·	-6	-1	-3	-1	2	-12
CCOc1ccc2sc(NS(=O)(=O)c3ccc(OC)c(OC)c3)nc2c1
→ -2.6	-2	-11	7	52*	6	3	-1	-6	11
S=C(Nc1ccc(Cl)cc1)Nc1ccc2cn[nH]c2c1
→ 1.8	9	16	4	5	3	-7	5	0	-1
COc1cccc(NC(=O)C(=O)NCc2ccncc2)c1
→ 0.5	0	-18	8	3	-4	-8	-2	0	-7
CNc1nc(-c2c(C)[nH]c3ccc(OC)cc23)cs1
→ 0.5	5	8	1	15	-2	-11	-4	3	-3
O=C(Nc1ccn(CCCNC2CCN(Cc3ccccc3)CC2)c(=O)n1)OCc1ccccc1
→ 0.1	3	6	2	6	0	-4	4	-9	-3
CCN(c1ccccc1)S(=O)(=O)c1ccc2[nH]c(=O)c(=O)[nH]c2c1
→ -2.4	15	9	-7	1	-3	-9	-3	-5	-1
S=C1NC(c2ccccc2)=NCN1c1ccccc1
→ 2.1	4	9	1	-2	1	0	3	-1	4
CC1CCCCC1NC(=O)COC(=O)Cc1ccc(Cl)cc1 (stereo not given)
→ 1.0	-3	3	3	0	1	3	-6	-2	-2
CC1CCCCC1NC(=O)c1cc2c(=O)n3ccccc3nc2n1C (stereo not given)
→ 2.7	-1	-3	5	1	0	-1	-5	-8	1
